# DENV2 CPE – inhibitors of DENV2 cytopathic effect, primary screen, cell-based, plate reader, single concentration. DENV2-infected cells, cytopathic effect rescue. AID 651640, 2012. CPE inhibition, % at 9.99 µM. actives 1.7% (n = 350,000); in the data active = CPE inhibition above about 20%, passing the limit was not always enough; inconclusive = no clear call, values can overlap the other calls; tested in BHK-21 cells;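 note: 0% = median of neutral control wells and 100% = median of positive control wells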
# SIRT5 block – SIRT5 desuccinylase inhibitors, primary screen, biochemical, fluorescence imaging, single point, set 5. actives 1.1% (n = 330,000). Purified SirT5, succinyl-peptide AMC, trypsin-coupled fluorescence. inhibition, % at 15 µM; in the data active = inhibition above about 15%; inconclusive = no clear call, values can overlap the other calls
# Target sequence (Q9NXA8 whole entry, looked up): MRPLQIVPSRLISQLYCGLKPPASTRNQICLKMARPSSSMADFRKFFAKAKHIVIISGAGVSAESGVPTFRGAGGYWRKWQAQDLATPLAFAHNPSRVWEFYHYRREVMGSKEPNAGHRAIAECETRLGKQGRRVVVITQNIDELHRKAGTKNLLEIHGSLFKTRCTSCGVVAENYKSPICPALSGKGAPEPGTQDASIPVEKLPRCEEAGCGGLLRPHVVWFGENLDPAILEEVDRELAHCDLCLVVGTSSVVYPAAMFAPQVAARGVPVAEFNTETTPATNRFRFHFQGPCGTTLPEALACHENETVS
# S100A4 inh HTS – inhibitors of S100A4-myosin IIA peptide binding, primary screen, biochemical, fluorescence polarization, TAMRA-MyoIIA peptide. actives 0.14% (n = 360,000). AID 652163, 2013. Protein S100-A4 (Homo sapiens), P26447. inhibition, % at 10.7 µM;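 active = mean inhibition of at least 70% across replicates, with every replicate also reaching that level; inconclusive = mean inhibition reaches 70% but some replicates fall short; inactive = mean inhibition below 70%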
# Target sequence (P26447 whole entry, looked up): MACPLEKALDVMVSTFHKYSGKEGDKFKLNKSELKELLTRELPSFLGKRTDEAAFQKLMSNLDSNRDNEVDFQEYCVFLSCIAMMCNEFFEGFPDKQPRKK
#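 assay system = human S100A4 monomer with TAMRA-labelled myosin IIA peptide | also added = labelled myosin peptide probe, 5 nM | incubation = 5 min between mix addition and reading | control set = DMSO and TFP controls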
# ERp5 inh – inhibitors of ERp5-driven insulin aggregation, primary screen, biochemical, turbidity, absorbance 650 nm, single point. 90 min. inhibition, % at 9.99 µM. actives 0.05% (n = 350,000);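 active = mean replicate inhibition above about 25%, with every replicate also reaching it, limit read from the data, passing the limit was not always enough; inconclusive = only one of those two criteria met; inactive = neither criterion met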
# Statin myotox sup – suppressors of statin myotoxicity in C2C12 myotubes, primary screen, cell-based, single point, plate reader | C2C12 myotubes + simvastatin, ATP luminescence, 48 h; scaled: DMSO 0, geranylgeraniol control 100 | rescue of ATP level, % at 7.49 µM | actives 0.78% (n = 330,000);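 active = mean ATP rescue above about 67%, or every replicate alone reaching that limit, limit read from the data, passing the limit was not always enough; inconclusive = no clear call, values can overlap the other calls; inactive = mean under the limit and some replicate under it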;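 note: myotubes were challenged with 10 µM simvastatin during compound exposure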
# PglD DTNB – C. jejuni PglD acetyltransferase inhibitors, primary screen, biochemical, DTNB colorimetric, single point; UDP-N-acetylbacillosamine N-acetyltransferase PglD (Campylobacter jejuni); inhibition, % at 12.5 µM; actives 0.098% (n = 360,000); purified PglD enzyme, DTNB colorimetric CoA detection; AID 602405, 2012; in the data active = inhibition above about 16%, passing the limit was not always enough; inconclusive = no clear call, values can overlap the other calls; note: strong numbers were not always called active
# E-selectin induc – E-selectin induction in HUVECs, primary screen, imaging, HUVEC, immunofluorescence imaging, single point | P16581 | AID 686992, 2013 | actives 0.37% (n = 260,000) | activation, % at 7.58 µM | normalized: neutral wells 0, TNF-alpha wells 100;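 active = mean E-selectin-positive cell signal at least 10% of the positive control, reached in at least 60% of replicates, without over 20% cell loss; inconclusive = no rule given, readout overlaps actives, possibly toxicity-flagged; inactive = the rest, including those meeting only one limit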;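 note: in these data hits start at about 27%; measured in HUVEC primary endothelial cells; signal is the percent of cells scored E-selectin positive by PE staining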
# Target sequence (P16581 whole entry, looked up): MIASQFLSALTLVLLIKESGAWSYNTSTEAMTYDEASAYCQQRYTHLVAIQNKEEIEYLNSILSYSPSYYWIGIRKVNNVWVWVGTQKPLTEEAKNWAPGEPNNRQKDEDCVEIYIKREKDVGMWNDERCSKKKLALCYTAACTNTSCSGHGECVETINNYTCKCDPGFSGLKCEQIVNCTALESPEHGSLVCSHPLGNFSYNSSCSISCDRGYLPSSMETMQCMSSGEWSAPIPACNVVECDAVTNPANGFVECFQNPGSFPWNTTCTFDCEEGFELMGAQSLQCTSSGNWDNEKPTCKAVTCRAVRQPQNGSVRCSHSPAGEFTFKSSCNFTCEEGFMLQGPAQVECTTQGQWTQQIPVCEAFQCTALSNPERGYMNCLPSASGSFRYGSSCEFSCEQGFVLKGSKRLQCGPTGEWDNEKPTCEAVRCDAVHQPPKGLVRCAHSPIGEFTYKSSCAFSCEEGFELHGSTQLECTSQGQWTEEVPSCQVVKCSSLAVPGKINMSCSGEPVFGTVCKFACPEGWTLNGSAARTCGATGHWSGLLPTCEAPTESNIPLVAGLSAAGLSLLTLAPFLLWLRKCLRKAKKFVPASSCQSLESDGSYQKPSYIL
#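 System: HUVEC, human umbilical vein endothelial cells; quantity: 3,000 cells/well; buffer or medium: EGM-2 medium, gelatin-coated wells; dosing: single-point compound dose; detection: immunofluorescence imaging; evaluation: % PE-positive cells; benchmarks: TNF-alpha, DMSO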
# Numbers without * were called inactive; ? = inconclusive; . = no result given; & = joins results of further samples. The list is partial, so the mix of outcomes need not match the whole.
Molecule	DENV2 CPE	SIRT5 block	S100A4 inh HTS	ERp5 inh	Statin myotox sup	PglD DTNB	E-selectin induc
N#C[C@@H]1[C@@H](c2ccc(C3=CCCCC3)cc2)[C@@H](CO)N1C(=O)c1ccccn1	9.8	3.0	4.2	4.8	17.8	14.2	-0.6
N#C[C@@H]1[C@@H](c2ccc(-c3cccc(F)c3)cc2)[C@H](CO)N1c1nc(-c2ccccc2)cs1	90.5*	7.3	-11.2	-2.0	.	.	-0.1
CCCNC(=O)N1C[C@H](O)COC[C@H]2O[C@@H](CC(=O)NCc3ccc(Cl)c(Cl)c3)CC[C@@H]21	7.9	-3.0	-3.4	2.4	-8.9	-1.3	0.1
O=C(N[C@H]1CC[C@H](CCNC(=O)C2CCCC2)O[C@@H]1CO)c1ccncc1	25.4*	-1.3	-1.7	-1.0	3.3	-2.7	0.1
O=S(=O)(c1ccc2c(c1)OCCO2)N1CCN(c2ncnc3sccc23)CC1	1.1	-1.7	14.9	-8.0	.	-1.9	-2.2
Cc1ccc(/C=N/NC(=O)CNC(=O)COc2ccc(Cl)cc2)o1	5.2	0.3	3.9	0.3	.	.	5.7
NCCC(=O)N1c2ccccc2Sc2ccc(Cl)cc21	-2.5	-4.3	-12.0	4.2	-0.4	4.1	.
COc1ccc(Cl)cc1NC(=O)CN1CCN(S(=O)(=O)N2CCCCC2)CC1	4.7	-4.2	1.1	0.8	-22.7	0.3	0.1
CO[C@@H]1CN(C)C(=O)c2ccc(NC(=O)Nc3ccc(Cl)cc3)cc2OC[C@H](C)N(C(=O)Nc2c(C)noc2C)C[C@H]1C	?	-1.0	-19.3	3.0	3.0	-2.5	0.1
CCS(=O)(=O)Nc1ccc2c(c1)C(=O)N(C)[C@H]1CC[C@H](CC(=O)NCCOC)O[C@@H]1CO2	-0.9	0.9	9.6	-1.0	-8.6	1.5	0.1

# (more compounds)
Molecule	DENV2 CPE	SIRT5 block	S100A4 inh HTS	ERp5 inh	Statin myotox sup	PglD DTNB	E-selectin induc
CCOc1ccccc1N1CC(C(=O)NCCC2=CCCCC2)CC1=O (centres undefined)	19.5	4.3	-0.4	1.5	-18.8	-1.9	-0.1
COc1cc(CC(=O)NCCCc2ccccc2)cc(OC)c1OC	-1.5	0.5	-1.8	-7.5	2.2	-2.0	.
CN(C)CCNC(=O)c1ccccc1-c1cc2ccccc2c(=O)o1	2.4	-0.2	-1.5	-1.6	2.1	6.1	0.4
COc1ccc(C(=O)N2CCN(c3ccc(F)cc3)CC2)cc1S(=O)(=O)NC1CC1	?	3.0	2.1	1.3	8.5	-4.2	.
CCN(CC)S(=O)(=O)c1ccc(OC)c(NC(=O)CC2CCCC2)c1	1.9	-0.7	-6.3	1.3	-3.9	-5.3	.
CC(C)C#Cc1cnc2c(c1)C(=O)N([C@H](C)CO)C[C@@H](C)[C@H](CN(C)C(=O)c1ccccc1)O2	-4.8	-0.7	-37.8	-5.4	-9.4	-1.8	0.0
O=C(Cc1ccncc1)Nc1ccc2c(c1)[C@H]1C[C@@H](CC(=O)NC3CCCC3)O[C@@H](CO)[C@H]1O2	-3.5	-0.3	6.9	6.3	-2.0	6.5	0.0
CCN(CC)S(=O)(=O)c1ccc(C(=O)NCC(=O)NC2CC2)cc1	-2.9	-0.7	-0.1	-1.6	9.9	0.4	-0.6
O=c1[nH]c(CN(CCc2ccccc2)S(=O)(=O)c2ccc(Cl)cc2)nc2ccccc12	-2.6	4.0	14.5	3.8	.	.	.
C[C@H](CO)N1C[C@H](C)[C@@H](CN(C)C(=O)c2cnccn2)Oc2ncc(C#CCC3CCCC3)cc2C1=O	36.1*	9.7	5.7	-2.5	-2.9	-1.8	-0.4

# The listing continues:
Molecule	DENV2 CPE	SIRT5 block	S100A4 inh HTS	ERp5 inh	Statin myotox sup	PglD DTNB	E-selectin induc
COc1ccc(NC(=O)N(C)C[C@@H]2Oc3ccc(NC(=O)Nc4cccc5ccccc45)cc3CC(=O)N([C@H](C)CO)C[C@H]2C)cc1	5.6	3.4	-11.2	-10.5	-7.0	8.0	-0.2
O=C1CC(C(=O)Nc2ccc(O)c(C(=O)O)c2)C(c2ccccc2)O1 (centres undefined)	8.9	-5.2	-1.3	-4.9	-0.4	-0.2	.
CCC(=O)N1CCCCN2[C@H](C1)[C@@H](c1ccc(C#Cc3cccnc3)cc1)[C@@H]2CO	23.7*	14.9	46.1	14.7	-18.8	-1.5	-0.3
O=C(NNS(=O)(=O)c1ccccc1)Nc1ccc(F)cc1	-3.0	-3.5	3.4	-13.8	12.8	0.2	4.3
O=C(C[C@@H]1C=C[C@H](NS(=O)(=O)c2ccc(F)cc2)[C@H](CO)O1)NCCN1CCCCC1	0.7	12.4	-2.2	-4.1	-2.9	0.4	-2.2
CCC(C)c1ccccc1NC(=O)c1cc(C)no1 (centres undefined)	-2.9	-1.5	-1.3	-2.6	3.8	2.0	0.1
CN1C(=O)c2cc(NC(=O)Cc3cccs3)ccc2OC[C@H]2O[C@@H](CC(=O)NCC3CC3)CC[C@H]21	5.3	0.0	-6.9	-6.9	2.6	3.4	-0.1
O=C([C@H]1[C@H](CO)[C@H]2Cn3c(ccc(-c4ccccc4)c3=O)[C@@H]1N2)N1CCCCC1	1.1	-35.2	5.3	-2.1	-47.4	-1.7	-0.1
COc1ccccc1N1CCN(S(=O)(=O)CCNC(=O)c2cc(=O)c3ccccc3o2)CC1	5.4	-2.9	-2.8	5.7	9.0	-1.8	-0.2
O=C(Nc1ccccc1F)N1[C@@H]2CNC[C@H]1C2c1ccc(-c2ccccc2)cc1 (some centres undefined)	-4.0&-2.0	-8.4&0.9	-7.2&3.8	2.9&-2.0	.	.	-0.2&0.0

# Continued; the last 2 above are carried over.
Molecule	DENV2 CPE	SIRT5 block	S100A4 inh HTS	ERp5 inh	Statin myotox sup	PglD DTNB	E-selectin induc
COc1ccccc1N1CCN(S(=O)(=O)CCNC(=O)c2cc(=O)c3ccccc3o2)CC1	5.4	-2.9	-2.8	5.7	9.0	-1.8	-0.2
O=C(Nc1ccccc1F)N1[C@@H]2CNC[C@H]1C2c1ccc(-c2ccccc2)cc1 (some centres undefined)	-4.0&-2.0	-8.4&0.9	-7.2&3.8	2.9&-2.0	.	.	-0.2&0.0
Cc1ccc(NC(=O)C2C3C=CC(O3)C2C(=O)O)c(C)c1 (centres undefined)	12.5	-1.9	-7.8	3.0	19.8	-1.9	.
CCCC(=O)N1CC2(CCN(C(=O)NC(C)C)CC2)c2c([nH]c3cc(OC)ccc23)[C@H]1CO	-5.7	.	16.2	-0.3	.	.	-0.2
Cc1ccc(C(=O)NNC(=O)c2ccc3c(c2)OCCO3)cc1	-2.6	-1.8	-0.7	4.6	5.9	0.1	-0.3
COc1ccc(S(=O)(=O)N(C)C[C@H]2Oc3ccc(NC(=O)c4ccncc4)cc3CC(=O)N([C@H](C)CO)C[C@@H]2C)cc1	-3.0	-5.0	0.3	-4.0	1.3	3.2	-0.3
COc1cc(C(O)c2nc(-c3cccc(C(=O)O)c3)cs2)ccc1F (centres undefined)	-12.1	-1.5	2.6	-2.5	6.2	-4.9	0.0
CCN(CC)CCOC(=O)C1(c2ccc(OC)c(OC)c2)CCCC1	5.9	6.7	4.8	2.0	.	.	.
Cn1cnc(S(=O)(=O)N[C@@H]2CC[C@H](CC(=O)NCC3CC3)O[C@H]2CO)c1	-0.8	-4.8	17.9	3.5	5.8	2.9	0.1
COc1ccc(S(=O)(=O)Nc2cc3c4c(c2)CC(=O)N4CCC3)cc1C	-2.9	-0.8	0.8	-4.7	26.4	0.0	0.0
Cc1[nH]c(=O)[nH]c(=O)c1S(=O)(=O)N1CCCC(C(=O)N2CCC(Cc3ccccc3)CC2)C1 (centres undefined)	8.9	2.2	1.2	4.8	-7.0	-2.3	3.1
Cn1cc(S(=O)(=O)Nc2cccc(F)c2)c(=O)n(C)c1=O	-5.0	-23.3	7.6	-1.6	9.4	0.6	0.1

# Continued.
Molecule	DENV2 CPE	SIRT5 block	S100A4 inh HTS	ERp5 inh	Statin myotox sup	PglD DTNB	E-selectin induc
COc1ccc(CN2C(=O)C(CC(=O)NC(c3ccccc3)c3ccccc3)CC(C(=O)N(C(C)C)C(C)C)=C2C)cc1 (centres undefined)	5.8	-2.9	-8.1	-7.1	-0.2	-0.8	-1.4
CCc1ccc(N(CC(=O)NCc2cccnc2)S(=O)(=O)c2ccccc2)cc1	?	-2.3	-7.2	0.0	2.1	4.2	.
Cc1ccc(Cl)c(OCC(=O)OCC(=O)c2ccc[nH]2)c1	-0.8	2.5	-2.8	.	-3.2	1.2	-0.1
C[C@@H]1O[C@@H](O[C@H]2[C@H](O)[C@@H](O)[C@H](Oc3c(-c4ccc(O)cc4)oc4cc(O)cc(O)c4c3=O)O[C@@H]2CO)[C@H](O)[C@H](O)[C@H]1O	.	.	3.1	3.1	0.9	-2.1	-0.1
CC(=O)NC(c1cccc(F)c1)c1nc(-c2cccc(C(F)(F)F)c2)cs1 (centres undefined)	-2.6	-0.1	-4.2	-5.5	-1.3	3.0	-0.1
N#Cc1ccc(CN2CCN(C(=O)CNC(=O)Cc3ccccc3)CC2)cc1	0.8	-0.6	-1.8	-7.0	.	.	.
Cc1ccc(NC(=O)CSCC(=O)Nc2cc(Cl)ccc2N2CCN(C)CC2)cc1	1.7	-2.3	-2.4	2.4	.	.	0.2
O=C(COC(=O)/C=C/c1ccc(Cl)c(Cl)c1)NC1CCCC1	-1.6	0.5	-3.3	6.5	26.4	6.1	.
CCOC(=O)Cc1csc(SCC(=O)NC2CCC(C)CC2)n1 (centres undefined)	-3.5	4.8	-16.6	3.9	-1.1	-5.8	2.4
CC(Sc1nnc2ccccn12)C(=O)Nc1ccc2c(c1)OCCO2 (centres undefined)	1.5	-4.3	2.0	0.2	.	.	-0.3

# Continued:
Molecule	DENV2 CPE	SIRT5 block	S100A4 inh HTS	ERp5 inh	Statin myotox sup	PglD DTNB	E-selectin induc
Cc1noc(C)c1S(=O)(=O)N(C)C[C@H]1Oc2ccc(NC(=O)Cc3ccccc3)cc2CC(=O)N([C@@H](C)CO)C[C@H]1C	-1.6	.	.	.	21.8	2.8	-3.0
C[C@@H]1CN([C@@H](C)CO)C(=O)c2cc(NC(=O)Nc3cccc4ccccc34)ccc2O[C@@H]1CN(C)C	-6.9	-1.4	-0.7	-0.2	1.6	-3.3	-6.0
Nc1nonc1-c1nc2ccccc2n1CC(=O)N/N=C/c1ccc(-c2cccc(C(=O)O)c2)o1	?	0.9	-3.7	-3.0	.	.	.
C=C1C(=O)C=C[C@]2(C)C[C@@H]3OC(=O)[C@](C)(O)[C@H]3C[C@@H]12	4.1	.	-10.2	3.2	28.0	4.3	-0.2
CC(C(=O)O)n1cnc2sc3c(c2c1=O)CCCC3 (centres undefined)	-1.6	-1.4	-5.5	-2.9	.	.	-0.3
CC(=O)c1c(N2CCN(C(=O)C3CCCO3)CC2)nc(=S)n(-c2ccccc2)c1C (centres undefined)	9.6	-1.8	-11.3	4.0	10.7	8.1	.
CCNc1nc(N2CCCC2)nc(N2CCCC2)n1	-0.8	.	4.6	4.7	-6.4	-2.1	.
Cc1ccc(NC(=O)C(C)Oc2ccccc2)cc1S(=O)(=O)N1CCCCCC1 (centres undefined)	-0.8	-2.0	-5.0	3.8	-2.7	-2.4	.
CN1c2ccc(-c3ccccc3)cc2[C@@H]2[C@@H](CCN2C(=O)c2ccccc2)[C@H]1CO	-7.6	6.9	80.0*	-2.5	15.3	1.3	-0.6
COc1ccc(N2C(=O)CSC2c2ccccc2[N+](=O)[O-])cc1 (centres undefined)	3.0	-0.8	-7.9	5.8	.	.	.

# Screening results as filed in PubChem.
